# Screens as filed in PubChem BioAssay.
# TbHK1 inh = blocks Trypanosoma brucei hexokinase 1 activity. recombinant TbHK1, G6PDH-coupled NADH A340. inhibition, % at 10 µM. 220,000 tested, 0.11% active. AID 1430;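 active means inhibition of 50% or more in the single-dose primary screen; inactive means inhibition below 50%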
# zVAD death inh = L929 zVAD cell death inhibition; L929 zVAD necroptosis rescue, ATP luminescence, 24 h; with zVAD 60 µM; viability rescue, % at 10 µM; 220,000 tested, 0.38% active;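 active means activation, scaled between plate controls, above about 75%, limit read from the data; inactive means activation under that limit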;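 further: 0% = zVAD with DMSO and 100% = DMSO alone without zVAD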
# PPC-1+TRAIL kill = kills PPC-1 cancer cells in the presence of TRAIL. cell killing (% activity), % at 4 µM. PPC-1 cells + TRAIL, ATPLite viability luminescence. 220,000 tested, 0.41% active;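 active means cell killing above 50% in the first pass at 4 µM, then a duplicate retest at 5 µM averaging 50% or more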;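 further: plate controls were cells with TRAIL plus DMSO for no effect and medium-only wells lacking cells for full effect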
# CHOP inhibitor = inhibitors of CHOP induction in ER stress response | CHO-K1 CHOP-promoter luciferase, tunicamycin-induced, 15-18 h | inhibition, % at 10 µM | 220,000 tested, 3.8% active;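 active means compounds that reduced the stress-induced luciferase reporter signal by more than about 70% of percent inhibition, limit read from the data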;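 further: 0% = tunicamycin plus vehicle and 100% = wells without tunicamycin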
# PGE2 EP2 inh = EP2 receptor (human) inhibition. AID 1422. C6 glioma cells expressing human EP2, cAMP TR-FRET; cells stimulated with saturating PGE2. inhibition, % at 25 µM. 260,000 tested, 0.52% active;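 active means percent inhibition above 40 after rounding to a whole number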;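 further: rat C6 glioma host cells with rolipram phosphodiesterase inhibitor present; the protocol text gives 20 µM as final concentration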
# Target sequence (P43116 whole entry, looked up): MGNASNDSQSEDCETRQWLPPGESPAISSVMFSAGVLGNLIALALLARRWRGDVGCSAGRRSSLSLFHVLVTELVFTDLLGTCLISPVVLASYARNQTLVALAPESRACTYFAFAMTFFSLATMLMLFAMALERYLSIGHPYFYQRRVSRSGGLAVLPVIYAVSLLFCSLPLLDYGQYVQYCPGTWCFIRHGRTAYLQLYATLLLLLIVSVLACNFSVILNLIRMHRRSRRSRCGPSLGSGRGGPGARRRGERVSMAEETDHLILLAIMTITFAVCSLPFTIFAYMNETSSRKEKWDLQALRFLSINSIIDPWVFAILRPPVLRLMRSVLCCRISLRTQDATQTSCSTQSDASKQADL
# Wee1 degr inh = inhibitors of human Wee1 degradation. reporter increase, % at 5 µM. AID 1321. HeLa Luc-Wee1K328M stability, luciferase luminescence; 100% = proteasome inhibitor MG132 effect. P30291. 220,000 tested, 1.2% active;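 active means activation above the mean of all tested compounds plus 3 SD, set per screening run, cut at about 8.8% in these data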;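 further: cells exposed to compound for 20 h before luminescence read; 0% = DMSO alone and 100% = MG132 at 30 µM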
# TNF death inh = TNF-alpha cell death inhibition in Jurkat FADD-/- cells; 220,000 tested, 0.068% active; Jurkat FADD-/- TNF necroptosis rescue, ATP luminescence, 24 h; 0 = TNF only, 100 = no-TNF cells; AID 463075; activation (protection from cell death), % at 10 µM;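 active means activation, meaning protection from cell death, of at least 50% relative to plate controls; inactive means activation below 50%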;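 further: necroptosis triggered by 40 ng/mL TNF-alpha added together with compound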
# FXIa inh = factor XIa (human) inhibition. P03951. purified FXIa, Boc-Glu-Ala-Arg-AMC fluorogenic substrate. inhibition, % at 5 µM. 220,000 tested, 0.14% active;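 active means inhibition of at least 40%; inactive means inhibition below 40%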;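 further: fluorescence of freed AMC excited at 355 nm; 0% = enzyme without compound and 100% = no enzyme blank; many of its hits are not listed in these tables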
# FXIIa inh = blocks human coagulation factor XIIa protease activity; P00748; purified FXIIa, Boc-QGR-AMC fluorogenic substrate, 2 h; inhibition, % at 5 µM; 220,000 tested, 0.3% active; in the data active means inhibition above about 40%;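 further: 0% = enzyme with no compound and 100% = blank without enzyme; many of its hits are not listed in these tables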
# Target sequence (P00748 20-372 limits assumed): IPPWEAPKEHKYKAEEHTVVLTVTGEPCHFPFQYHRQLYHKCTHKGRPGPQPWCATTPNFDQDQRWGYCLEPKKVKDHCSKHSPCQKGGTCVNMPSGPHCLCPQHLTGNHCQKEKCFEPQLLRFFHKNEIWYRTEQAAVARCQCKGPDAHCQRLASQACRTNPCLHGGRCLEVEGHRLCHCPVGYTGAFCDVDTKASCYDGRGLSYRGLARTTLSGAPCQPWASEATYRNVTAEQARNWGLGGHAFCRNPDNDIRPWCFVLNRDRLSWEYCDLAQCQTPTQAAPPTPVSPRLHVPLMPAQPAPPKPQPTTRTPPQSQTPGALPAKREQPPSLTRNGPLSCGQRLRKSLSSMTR
# Target sequence (P00748 373-615 limits assumed): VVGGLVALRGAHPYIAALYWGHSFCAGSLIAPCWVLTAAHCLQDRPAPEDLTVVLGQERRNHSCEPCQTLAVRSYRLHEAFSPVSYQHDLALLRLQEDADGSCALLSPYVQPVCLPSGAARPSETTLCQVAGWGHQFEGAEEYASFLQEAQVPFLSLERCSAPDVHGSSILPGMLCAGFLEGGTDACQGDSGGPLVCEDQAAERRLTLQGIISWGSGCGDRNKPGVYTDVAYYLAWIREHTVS
# The depositor's hits bear a star; x = not tested or not shown; & = joins results of further samples; [ ] = remark or other dose.
# Under each structure: TbHK1 inh	zVAD death inh	PPC-1+TRAIL kill	CHOP inhibitor	PGE2 EP2 inh	Wee1 degr inh	TNF death inh	FXIa inh	FXIIa inh
- O=C(O)c1ccccc1C(=O)NNc1ccc(F)cc1F
 : -3	0.5	-13	8	14	0	0.4	-5	6
- COc1ccc(-n2nnnc2-c2nc3ccccc3s2)cc1
 : -13	0.2	28	50	16	1	0.4	0	-1
- CCCCOC(=O)Cn1cnc2ccc(Br)cc2c1=O
 : 59*	0.1	-22	6	12	-3	13	0	14
- Cc1cc(C)c(NC(=O)CN)c(C)c1
 : 1	0.1	9	-7	1	2	-0.3	-3	0
- O=S(=O)(NCC1CCCO1)c1ccc2ccccc2c1 (stereo not given)
 : -8	0.0	-4	-2	11	4	3.4	1	10
- CCC(C)(C)n1nnnc1C(c1ccc2ncccc2c1)N1CCCC(C)C1 (stereo not given)
 : -2	-0.9	19	22	7	-2	-2.3	2	9
- Cc1nc2ccccc2n1/N=C/c1ccc([N+](=O)[O-])s1
 : 1	0.9	25	44	24	-3	-9.2	7	14
- CCn1nnc(NC(=O)c2cccnc2Cl)n1
 : -6	0.2	2	-7	16	2	-0.1	-2	19
- CC(=O)Oc1cc2c(C(C)=O)coc2c2ccccc12
 : 3	0.3	4	65	7	-2	-1.7	0	-9
- CCOc1ccc(NC(=O)CN(C)C(=O)C2CCCC2)cc1OCC
 : -1	0.2	-4	14	3	2	-0.1	2	6
- COc1ccc(C2C(C(=O)NCC3CCCO3)c3cc(OC)c(OC)cc3C(=O)N2C)cc1OC (stereo not given)
 : 3	3.3	16	40	7	1	1.9	1	21
- O=C(O)C1CC1c1ccc(Br)cc1 (stereo not given)
 : -3	0.0	12	25	14	-2	-1.2	3	7
- COc1ccccc1OCC(=O)Nc1ccccc1C(=O)NCc1ccco1
 : -3	-1.0	15	-33	-14	0	-0.8	8	15
- O=c1[nH]c(SCC2CCCCO2)nc2ccccc12 (stereo not given)
 : -2	0.3	x	16	4	-1	0.1	0	15
- CN1C(=O)CC(P(=O)(c2ccccc2)c2ccccc2)N(C)C1=O (stereo not given)
 : 3	-1.1	11	-12	5	-1	-0.6	5	13
- Cc1ccc(C(C)C)c(OCc2ccc(C(=O)N/N=C/c3cccc(O)c3O)cc2)c1
 : 10	62	48	107*	8	9	-9.9	-3	2
- COc1ccc(-n2c(SCC(=O)Nc3nccs3)nnc2-c2ccoc2C)cc1
 : -1	-0.1	15	4	11	0	-1.3	-5	-5
- COc1ccc(-c2nnc(-c3cccnc3)o2)cc1
 : -4	0.2	3	-9	3	0	-1.9	-2	1
- O=C(NC(=S)Nc1ccc(N2CCOCC2)cc1)c1cccc([N+](=O)[O-])c1
 : 4	1.3	6	-4	4	0	2.7	8	6
- Cc1ccc(S(=O)(=O)NC(CC(=O)O)c2ccccc2)c(C)c1 (stereo not given)
 : 7	-0.1	22	40	14	-1	-0.4	0	10
- CN1/C(=C/C=C(/C#N)C(N)=O)C(C)(C)c2ccccc21
 : 2	1.3	-14	27	16	1	-12	5	20
- Cc1ccc(S(=O)(=O)NC(=O)Nc2ccccc2F)cc1
 : -1	0.3	10	22	9	1	4.6	4	10
- CCC(CC)C(=O)Nc1c2c(nn1-c1ccc(OC)cc1)CS(=O)C2 (stereo not given)
 : 1	-0.1	6	20	7	0	-1.2	1	1
- c1ccc(-c2nc3nonc3c3nc4ccccc4n23)cc1
 : -2	0.4	-8	53	4	0	-0.3	2	9
- O=C(CSc1ccccc1Cl)NC1CCCc2ccccc21 (stereo not given)
 : 9	0.6	12	30	5	2	1.3	2	10
- O=C(Nc1cccnc1N1CCOCC1)c1ccco1
 : -2	0.6	5	7	12	-2	-1.6	-7	-17
- Cc1ccc(NC(=O)c2ccc3c(c2)OCCO3)cc1
 : -2	0.5	56*[5 µM]	11	7	-5	-2.7	-2	14
- Cc1ccc2[nH]c3c(N4CCN(Cc5ccccc5)CC4)ncnc3c2c1
 : -13	2.4	15	61	31	-1	-7.3	-4	3
- C[C@H]1O[C@@H](O[C@H]2[C@@H](O)C[C@H](O[C@H]3[C@@H](O)C[C@H](O[C@H]4CC[C@@]5(C)[C@H](CC[C@@H]6[C@@H]5C[C@@H](O)[C@]5(C)[C@@H](C7=CC(=O)OC7)CC[C@]65O)C4)O[C@@H]3C)O[C@@H]2C)C[C@H](O)[C@@H]1O
 : -1	59	65*[5 µM]	31	13	-3	-16	8	8
- O=C(NCc1n[nH]c(=S)n1-c1ccccc1)c1ccc(S(=O)(=O)N2CCOCC2)cc1
 : 48	0.3	7	20	9	7	0.1	5	15

# (further entries)
# Under each structure: TbHK1 inh	zVAD death inh	PPC-1+TRAIL kill	CHOP inhibitor	PGE2 EP2 inh	Wee1 degr inh	TNF death inh	FXIa inh	FXIIa inh
- CCOC(=O)Cc1c(C)nc2c(-c3ccccc3)c(C)nn2c1C
 : -5	-0.4	9	-2	7	-1	0.5	5	14
- CC(=O)c1c(C)nc2ccc(C)cc2c1-c1ccccc1
 : -6	-0.2	-2	32	3	-1	1.9	-5	3
- COc1ccc(CNC(=O)c2cccc(NC(=O)c3ccccc3)c2)cc1
 : 1	5.7	x	15	7	3	0.7	3	10
- c1ccc(OCCCn2nnc(-c3cccnc3)n2)cc1
 : 0	0.1	11	25	1	-3	2.1	-3	14
- Nc1c(-c2ccccc2Cl)cnn1-c1cccc([N+](=O)[O-])c1
 : -6	0.3	-3	-6	3	-1	-3.9	0	10
- CCN(CC)c1ccc(NC(=O)c2cc3ccccc3o2)c(C)c1
 : -1	0.4	18	11	12	0	-0.2	-8	0
- Cc1ccc(Cl)cc1NC(=S)N(C)N
 : -15	0.6	15	7	11	3	0.2	5	15
- CCCCC(=O)Nc1nc(C)c(-c2csc(Nc3ccc(Cl)cc3)n2)s1
 : -8	2.8	29	4	17	2	1.8	0	9
- Cc1ccc(NC(=O)c2cc(NC(=O)c3ccco3)ccc2N2CCCCC2)cc1
 : 10	1.1	-1	100*	18	-1	3.2	1	10
- CCOC(=O)Cn1c(=O)c(C#N)cn(C(C)C)c1=O
 : 1	-0.5	10	7	11	1	-0.9	0	4
- NNC(=O)c1cc(-c2ccccc2)sc1N
 : -30	1.9	5	-1	8	1	-1.3	-7	5
- CCN(Cc1ccccc1)C(=O)C1CCN(Cc2ccc(OC)c(OC)c2OC)CC1
 : 7	-0.1	20	7	3	1	-3.1	0	8
- COc1ccc(NC(=O)CN2CCN(S(=O)(=O)c3ccc(C(C)C)cc3)CC2)cc1OC
 : -5	-0.6	-4	31	11	3	0.9	7	17
- COCCN(C(=S)Nc1ccc(OC)cc1)C1CCN(C(C)=O)CC1
 : 31	-0.2	6	-3	16	1	1.5	1	13
- C=CCOC(=O)C1=C(C)NC(=O)NC1C1CC=CCC1 (stereo not given)
 : 0	-0.1	22	10	-2	-3	-4.4	3	-1
- CCOC(=O)CC1C(=O)NCCN1S(=O)(=O)c1ccccc1Cl (stereo not given)
 : 1	0.3	18	-1	8	0	-3.6	0	14
- O=C(O)c1cccc2c(-c3ccccc3)c(-c3ccccc3)[nH]c12
 : -12	0.2	10	12	7	-4	4.6	0	5
- COC(=O)c1ccc(C(C(=O)NC2CCCCC2)N(CCc2ccccc2)C(=O)Cc2cccs2)cc1 (stereo not given)
 : 8	0.9	-3	12	4	-2	0.3	5	7
- CCn1c(C)c(C(C)=O)c(SC)nc1=S
 : -18	-0.3	0	24	11	-1	0.0	-7	10
- CN(C)S(=O)(=O)c1ccc(NC(=S)NC(=O)Cc2ccccc2)cc1
 : -3	3.0	28	13	7	0	1.5	0	9
- COc1cc2c(C#N)c(N3CCCC3)nc(N)c2c(N)n1
 : -7	69	13	13	12&6	-1	-8.5	-4	1
- Cc1ccccc1-c1oc(C)c(C)[n+]1[O-]
 : 3	3.2	-18	-5	8	-3	-0.5	-2	3
- CN1CCN(CC(=O)Nc2c(C(=O)C3CC3)oc3ccccc23)CC1
 : -28	0.1	-8	30	8	-1	1.4	1	14
- Cc1cc([N+](=O)[O-])ccc1NC(=O)C1CCCO1 (stereo not given)
 : -8	-0.4	22	-4	9	1	0.8	-1	0
- COc1cc(OC)cc(-c2cc(NC(C)=O)n[nH]2)c1
 : 2	43	1	45	10	-2	-0.1	3	13
- O=C1C(CSCc2ccccc2)NC(=S)N1c1ccccc1 (stereo not given)
 : -9	1.3	11	-74	4	-3	-1.1	0	2
- COc1ccccc1NC(=O)c1ccc(C(=O)c2ccccc2)o1
 : -10	18	8	11	3	4	-2.7	6	10
- O=C(Cn1cnc2c(cnn2-c2ccccc2)c1=O)N1CCN(c2ccc(F)cc2)CC1
 : -1	4.6	27	-18	-1	0	-0.4	5	8
- CS(=O)(=O)N1CCN(c2ccccc2NC(=O)C(c2ccccc2)c2ccccc2)CC1
 : -10	1.5	20	31	10	1	-2.8	-5	12
- Cc1cc(C(=O)CN2C(=O)c3ccccc3C2=O)c(C)n1Cc1cccs1
 : -2	-0.1	5	-12	3	2	-1.2	7	13

# In a second layout: entries from further up
CCn1c(C)c(C(C)=O)c(SC)nc1=S
  TbHK1 inh = -18
  zVAD death inh = -0.3
  PPC-1+TRAIL kill = 0
  CHOP inhibitor = 24
  PGE2 EP2 inh = 11
  Wee1 degr inh = -1
  TNF death inh = 0.0
  FXIa inh = -7
  FXIIa inh = 10

COc1ccccc1NC(=O)c1ccc(C(=O)c2ccccc2)o1
  TbHK1 inh = -10
  zVAD death inh = 18
  PPC-1+TRAIL kill = 8
  CHOP inhibitor = 11
  PGE2 EP2 inh = 3
  Wee1 degr inh = 4
  TNF death inh = -2.7
  FXIa inh = 6
  FXIIa inh = 10

NNC(=O)c1cc(-c2ccccc2)sc1N
  TbHK1 inh = -30
  zVAD death inh = 1.9
  PPC-1+TRAIL kill = 5
  CHOP inhibitor = -1
  PGE2 EP2 inh = 8
  Wee1 degr inh = 1
  TNF death inh = -1.3
  FXIa inh = -7
  FXIIa inh = 5

Cc1cc([N+](=O)[O-])ccc1NC(=O)C1CCCO1 (stereo not given)
  TbHK1 inh = -8
  zVAD death inh = -0.4
  PPC-1+TRAIL kill = 22
  CHOP inhibitor = -4
  PGE2 EP2 inh = 9
  Wee1 degr inh = 1
  TNF death inh = 0.8
  FXIa inh = -1
  FXIIa inh = 0

# The main list resumes, repeating the 4 entries before the break.
# Under each structure: TbHK1 inh	zVAD death inh	PPC-1+TRAIL kill	CHOP inhibitor	PGE2 EP2 inh	Wee1 degr inh	TNF death inh	FXIa inh	FXIIa inh
- COc1ccccc1NC(=O)c1ccc(C(=O)c2ccccc2)o1
 : -10	18	8	11	3	4	-2.7	6	10
- O=C(Cn1cnc2c(cnn2-c2ccccc2)c1=O)N1CCN(c2ccc(F)cc2)CC1
 : -1	4.6	27	-18	-1	0	-0.4	5	8
- CS(=O)(=O)N1CCN(c2ccccc2NC(=O)C(c2ccccc2)c2ccccc2)CC1
 : -10	1.5	20	31	10	1	-2.8	-5	12
- Cc1cc(C(=O)CN2C(=O)c3ccccc3C2=O)c(C)n1Cc1cccs1
 : -2	-0.1	5	-12	3	2	-1.2	7	13
- Cc1cc(=O)[nH]c(N/N=C/c2cn(CCC#N)nc2-c2ccccc2)n1
 : -3	0.1	1	-4	6	-1	0.9	-1	-3
- O=C(NCCCNc1ccc([N+](=O)[O-])cc1)C(F)(F)F
 : -5	0.7	23	9	12	-2	1.2	8	17
- Cc1ccc(-c2cc(C(=O)NCc3cn(C)nc3C)c3cc(Br)ccc3n2)cc1
 : -27	-0.3	21	-9	12	0	1.2	5	9
- O=C(NCCc1ccccc1F)C(=O)Nc1nccs1
 : 8	-0.1	0[5 µM]	-10	16	-2	-2.8	0	16
- COC(C[C@H]1O[C@H]1[C@@H](O)COCc1ccccc1)OC
 : -8	-0.7	10	3	7	x	0.6	0	7

# These rows are one share of the data; count on the stated rates, not on these rows.
